U2OS ROS induce = inducers of reactive oxygen species in cancer cells; ROS induction (% of piperlongumine), % at 10 µM; 46,000 tested, 2% active; U2OS ROS induction, H2DCF-DA fluorescence; in the data active = ROS induction above about 79%, passing the limit was not always enough;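 also: 0% = DMSO vehicle median and 100% = reference compound median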
The depositor's hits bear a star. These rows are one share of the data; count on the stated rates, not on these rows.

SMILES	U2OS ROS induce
C[C@@H]1CN([C@H](C)CO)C(=O)Cc2cc(NS(=O)(=O)c3ccc(Cl)cc3)ccc2O[C@H]1CN(C)CC1CCCCC1	-1
Cc1[nH]c2ccccc2c1SCC(=O)NN	-9
C[C@@H]1CN([C@H](C)CO)C(=O)c2cccc(NC(=O)C3CCOCC3)c2O[C@H]1CN(C)S(=O)(=O)c1cccs1	61
C[C@@H]1CN([C@@H](C)CO)C(=O)c2cccc(NC(=O)c3ccncc3)c2O[C@@H]1CN(C)S(=O)(=O)c1cccs1	-7
C[C@H]1CN([C@@H](C)CO)C(=O)Cc2cc(NC(=O)Cn3cnnn3)ccc2O[C@H]1CN(C)Cc1ccc(C(=O)O)cc1	20
Cc1ccc(N(C(C)C(=O)NC2CCCCC2)S(C)(=O)=O)cc1C (stereo unspecified)	0
C[C@@H]1CN([C@@H](C)CO)C(=O)c2cc(NS(=O)(=O)c3cn(C)cn3)ccc2O[C@@H]1CN(C)CC1CCCCC1	-4
CCC(N=c1cc(-c2ccc(OC)cc2)oc2ccc(C)cc12)C(=O)O (stereo unspecified)	13
COc1ccc(NC(=O)N(C)C[C@H]2Oc3c(NS(=O)(=O)c4ccccc4)cccc3C(=O)N([C@H](C)CO)C[C@H]2C)cc1	1
COC(=O)c1ccc(NC(=O)COc2ccc3ccccc3c2Br)cc1	-5
N#CC1c2ccc(Br)cc2C=CC1c1ccccc1 (stereo unspecified)	-12
OC(CSc1nccc(-c2ccc3c(c2)OCCO3)n1)C(F)(F)F (stereo unspecified)	-2
O=C1CC(=O)N(c2ccccc2)N1c1ccccc1	11
COc1ccc(S(=O)(=O)Nc2cccc3c2O[C@@H](CN(C)S(=O)(=O)c2ccc(Cl)cc2)[C@H](C)CN([C@H](C)CO)C3=O)cc1	-3
O=S(=O)(Nc1cccnc1)c1cccc(S(=O)(=O)c2ccc(Cl)c(Cl)c2)c1	-6
COc1cc2c(cc1NC(=O)COc1ccc(Br)cc1C)oc1ccccc12	0
NCc1ccccc1CC(=O)N[C@@H]1C(=O)N2C(C(=O)O)=C(CSc3nnnn3CC(=O)O)CS[C@H]12	-9
CC(C)=CCc1c(O)cc(O)c2c1OC(c1ccc(O)c(O)c1)CC2=O (stereo unspecified)	52
CS(=O)(=O)N(CC(=O)Nc1cc(Cl)cc(Cl)c1)c1cccc([N+](=O)[O-])c1	1
Cn1cccc1Cc1nnc(SCC(=O)Nc2ccc3c(c2)OCCO3)n1CCc1ccccc1	-12
COc1ccc(S(=O)(=O)N(C)C[C@@H]2Oc3c(NC(=O)c4nc5ccccc5s4)cccc3C(=O)N([C@@H](C)CO)C[C@H]2C)cc1	34
Cc1nnc(Sc2cc(C(=O)NCc3ccccn3)c3ccccc3n2)s1	-3
C[C@H]1CN([C@@H](C)CO)C(=O)c2cc(NC(=O)CCC(F)(F)F)ccc2O[C@@H]1CN(C)S(C)(=O)=O	-2
Cc1ccc(NC(=O)COC(=O)CSc2n[nH]c(-c3ccccc3)n2)cc1	4
CC(C)C(=O)/C=C1/Sc2ccccc2N1C	-5
Carrying on.
SMILES	U2OS ROS induce
CCOC(=O)c1c(C)[nH]c(/C(C)=N\O)c1C	2
Cc1noc(C)c1S(=O)(=O)N(C)C[C@@H]1Oc2c(NS(C)(=O)=O)cccc2C(=O)N([C@@H](C)CO)C[C@H]1C	-2
Cc1cc(OCC(=O)Nc2cccc(C(=O)O)c2)cc(C)c1Cl	10
Cc1ccc(C(=O)C2C(=O)c3ccccc3C2=O)cc1	-1
O=C(NC(=O)c1ccc(OCC(F)(F)F)nc1)NN1CCOCC1	-3
COc1ccc(C#Cc2cnc3c(c2)C(=O)N([C@H](C)CO)C[C@H](C)[C@H](CN(C)C(=O)NC(C)C)O3)cc1OC	5
CCCCc1c(C)nc2c(OC)cccc2c1SCCC(=O)O	5
CC1(CO)C=Cc2c(cc(O)c3c(=O)c(-c4ccc(O)cc4)coc23)O1 (stereo unspecified)	4
Cc1c(C(=O)Nc2ccccc2C(=O)NCc2ccco2)cccc1[N+](=O)[O-]	-2
O=C(Cc1ccccc1)Nc1ccc(-c2nc3cccnc3s2)cc1	8
COC(=O)c1ccccc1NC(=O)C(C)NS(=O)(=O)c1ccc(C)cc1 (stereo unspecified)	-8
C[C@@H]1CN([C@@H](C)CO)C(=O)c2cccc(NC(=O)Nc3ccc4c(c3)OCO4)c2O[C@@H]1CN(C)Cc1ccc(C(=O)O)cc1	-4
OC(CN1CCOCC1)c1ccccc1 (stereo unspecified)	-12
C[C@H](CO)N1C[C@H](C)[C@H](CN(C)C(=O)Nc2cccc3ccccc23)Oc2ccc(NC(=O)CCCCCC(=O)Nc3ccccc3N)cc2CC1=O	-6
O=C1OCc2cc3cccc(O[C@@H]4O[C@H](CO)[C@@H](O)[C@H](O)[C@H]4O)c3c(O)c21	-5
Cc1cc(Sc2nnc(C)s2)c2ccccc2n1	255*
C[C@H]1CN([C@@H](C)CO)C(=O)CCCn2cc(nn2)CO[C@@H]1CN(C)C(=O)Nc1ccccc1C(F)(F)F	0
C[C@@H]1CN([C@H](C)CO)C(=O)Cc2cc(NC(=O)Nc3cccc4ccccc34)ccc2O[C@H]1CN(C)Cc1ccc(C(F)(F)F)cc1	10
FC(F)(F)COc1cc(-c2n[nH]c(=S)n2Cc2ccco2)cc(OCC(F)(F)F)n1	20
O=C(C1CCC(CNS(=O)(=O)c2cccc3cccnc23)CC1)N1CCc2ccccc21 (stereo unspecified)	9
CC(NS(=O)(=O)c1ccc(F)cc1)C(=O)Nc1cccc(C(F)(F)F)c1 (stereo unspecified)	2
CSC(=NC(C)(C)C)Nc1ccccc1Cl	20
Cc1ccc(S(=O)(=O)Nc2ccc3c(c2)C(=O)N([C@@H](C)CO)C[C@@H](C)[C@H](CN(C)C(=O)Nc2ccc(C(F)(F)F)cc2)O3)cc1	2
N#Cc1c(SC2CCCC2)nsc1SC1CCCC1	14
Cc1cccc(CN(C(=O)Nc2ccc(Cl)c(Cl)c2)c2ccccn2)c1	-7
(listing goes on)
SMILES	U2OS ROS induce
Cc1noc(C)c1NC(=O)N(C)C[C@@H]1Oc2c(NC(=O)c3ccncc3)cccc2C(=O)N([C@H](C)CO)C[C@H]1C	-11
Cc1nc2c(C(=O)NCc3ccc4c(c3)OCO4)cnn2c(C)c1Cc1c(F)cccc1Cl	12
COc1ccc2nc3c(cc2c1)c(=O)n(C)c(=O)n3C	-1
C[C@H]1CN([C@@H](C)CO)C(=O)c2cccc(NC(=O)Nc3cccc4ccccc34)c2O[C@@H]1CN(C)C(=O)Nc1ccc2c(c1)OCO2	1
Cc1nn(C)c2ncc(C(N)=O)c(Oc3cccnc3)c12	3
COc1ccc(OC)c(NC(=O)CSc2nc3nc(C)c(Cc4ccccc4)c(C)n3n2)c1	40
Cc1c(NC(=O)CSc2nc3cc(C(=O)N4CCCC4)ccc3s2)c(=O)n(-c2ccccc2)n1C	-3
C[C@H]1CN([C@@H](C)CO)C(=O)Cc2cc(NC(=O)Cc3cn(C)c4ccccc34)ccc2O[C@H]1CN(C)Cc1ccc(-c2ccccc2)cc1	14
CCOc1cc([N+](=O)[O-])ccc1NC(=O)CC1Sc2ccccc2NC1=O (stereo unspecified)	18
CCOC(=O)COc1ccc2c(=O)c(-c3ccccc3OC)c(C(F)(F)F)oc2c1	69
O=C(CS(=O)c1ccc(C(F)(F)F)cc1[N+](=O)[O-])Oc1ccc(Cl)cc1 (stereo unspecified)	34
Cc1cc(C(=O)Nc2cccc3c2O[C@@H](CN(C)Cc2ccccc2)[C@@H](C)CN([C@@H](C)CO)C3=O)n(C)n1	-5
C[C@H]1CN([C@@H](C)CO)C(=O)Cc2cc(NC(=O)C3CCCCC3)ccc2O[C@@H]1CN(C)S(=O)(=O)c1ccc(Cl)cc1	13
Cc1ccc(S(=O)(=O)Nc2ccc3c(c2)C(=O)N([C@@H](C)CO)C[C@@H](C)[C@H](CN(C)S(=O)(=O)c2ccc(F)cc2)O3)cc1	40
CCNS(=O)(=O)c1ccc(Cl)cc1I	-10
Cc1ccc(NC(=O)CSc2nc3ccccc3s2)cc1[N+](=O)[O-]	10
CCn1c(=S)[nH]c2ccccc2c1=O	0
Cc1cc(=O)c2c(O)c(C)c(O)cc2o1	65
COC(=O)c1[nH]nc2c1C(=O)N(C1CCCCC1)C2=O	-5
C[C@@H]1CN([C@@H](C)CO)C(=O)c2cc(NC(=O)Cc3ccccc3)ccc2O[C@@H]1CN(C)C(=O)Nc1ccccc1	12
CCn1c2ccccc2c2cc(/C=N/NC(=O)CCCCCCC(=O)OC)ccc21	-5
Brc1ccc(CSc2c[nH]c3ccccc23)cc1	-17
COc1ccc(NC(=O)Nc2ccc3c(c2)CC(=O)N([C@@H](C)CO)C[C@@H](C)[C@@H](CN(C)Cc2ccccc2)O3)cc1	0
Cc1noc(C)c1S(=O)(=O)N(C)C[C@@H]1Oc2ccc(NS(=O)(=O)c3ccc(F)cc3)cc2CC(=O)N([C@H](C)CO)C[C@@H]1C	4
O=S(=O)(CCN1CCOCC1)c1ccc(OC(F)(F)F)cc1	-7
(further entries)
SMILES	U2OS ROS induce
O=C(CSc1ccc2ccccc2n1)Nc1ccnc2ccccc12	21
CC1(C)NCCC12C(=O)N(Cc1ccccc1)c1ccccc12 (stereo unspecified)	-12
O=C(CSc1ncccn1)Nc1ccc([N+](=O)[O-])cc1	-27
Cc1cc(C)c(S(=O)(=O)N(C)CC(=O)Nc2ccc(F)c(Cl)c2)c(C)c1	-15
C[C@H]1CN([C@@H](C)CO)C(=O)Cc2cc(NC(=O)C3CCCCC3)ccc2O[C@H]1CN(C)C	-4
Cc1ccc(S(=O)(=O)N(C)C[C@H]2Oc3ccc(NC(=O)C4CC4)cc3CC(=O)N([C@H](C)CO)C[C@H]2C)cc1	-3
COc1ccc(/C=C/C(=O)OC2CCCCC2)cc1	28
C[C@@H]1CN([C@H](C)CO)C(=O)Cc2cc(NC(=O)C3CCCCC3)ccc2O[C@@H]1CN(C)Cc1ccc2c(c1)OCO2	141*
O=C(CCCCC(=O)NN=C1CCCC1)NO	-5
C[C@H]1CN([C@@H](C)CO)C(=O)CCCn2cc(nn2)CO[C@@H]1CN(C)C(=O)Nc1ccc(C(F)(F)F)cc1	-1
NNC(=O)c1ccc(COc2cc(Cl)ccc2Cl)o1	-5
CC(NS(=O)(=O)c1ccccc1)C(=O)Nc1ccccc1Sc1ccccc1 (stereo unspecified)	4
COc1cccc2c1c(NC(=O)c1nccnc1C(=O)O)nn2C	-10
C[C@H]1CN([C@@H](C)CO)C(=O)Cc2cc(NC(=O)c3ccncc3)ccc2O[C@@H]1CN(C)Cc1ccc(C(=O)Nc2ccccc2N)cc1	3
O=C(O)CCc1nnc2n(CCc3ccccc3)c(=O)c3ccccc3n12	-12
Cc1noc(C)c1NC(=O)N(C)C[C@@H]1Oc2c(cccc2N(C)C)C(=O)N([C@@H](C)CO)C[C@H]1C	-3
CSc1sc(C(=O)Sc2ccccc2)c2c1S(=O)(=O)N(C)c1ccccc1-2	3
CSc1nnc(-c2ccccc2)n1-c1ccccc1	-2
Cc1noc(C)c1NC(=O)Nc1ccc2c(c1)C(=O)N([C@@H](C)CO)C[C@H](C)[C@@H](CN(C)Cc1ccc3c(c1)OCO3)O2	-6
CC(C)=CCC[C@](C)(O[C@@H]1O[C@H](CO[C@@H]2OC[C@H](O)[C@H](O)[C@H]2O)[C@@H](O)[C@H](O)[C@H]1O)[C@H]1CC[C@]2(C)C1[C@H](O)CC1[C@@]3(C)CC[C@H](O[C@@H]4O[C@H](CO)[C@@H](O)[C@H](O)[C@H]4O[C@@H]4O[C@H](CO)[C@@H](O)[C@H](O)[C@H]4O)C(C)(C)C3CC[C@]12C (stereo partly specified)	0
COc1cccc(-c2nc(N)nc(SC)c2C#N)c1	-5
Cc1ccc(Cl)cc1N(CC(=O)Nc1ccc(C(F)(F)F)cc1)S(C)(=O)=O	24
COC(=O)C1(Cc2ccc(O)c(CC3OC3(C)C)c2)OC(=O)C(=O)C1c1ccc(O)cc1 (stereo unspecified)	-2
Cc1noc(C)c1S(=O)(=O)N(C)C[C@H]1Oc2c(NC(=O)C3CCCCC3)cccc2C(=O)N([C@@H](C)CO)C[C@H]1C	9
C[C@@H]1CN([C@@H](C)CO)C(=O)Cc2cc(NC(=O)CCCCCC(=O)Nc3ccccc3N)ccc2O[C@@H]1CN(C)C(=O)Nc1ccc2c(c1)OCO2	-9
C=CC(=O)Nc1ccc(OC(F)(F)F)cc1	-4
CCNC(=O)c1c(NC(=O)COc2ccc(Cl)cc2Cl)sc2c1CCCC2	-4
C[C@@H]1CN([C@@H](C)CO)C(=O)Cc2cc(NC(=O)Cc3ccccc3)ccc2O[C@@H]1CN(C)S(C)(=O)=O	10
Clc1ccc(-c2csc3ncnc(SCc4ccco4)c23)cc1	-6

Reformatted field by field: entries from further up
structure: O=C(O)CCc1nnc2n(CCc3ccccc3)c(=O)c3ccccc3n12
  U2OS ROS induce = -12
structure: Cc1noc(C)c1NC(=O)N(C)C[C@@H]1Oc2c(cccc2N(C)C)C(=O)N([C@@H](C)CO)C[C@H]1C
  U2OS ROS induce = -3
structure: CSc1sc(C(=O)Sc2ccccc2)c2c1S(=O)(=O)N(C)c1ccccc1-2
  U2OS ROS induce = 3

Quoted from the listing for reference:
SMILES	U2OS ROS induce
C[C@@H]1CN([C@@H](C)CO)C(=O)Cc2cc(NC(=O)CCCCCC(=O)Nc3ccccc3N)ccc2O[C@@H]1CN(C)C(=O)Nc1ccc2c(c1)OCO2	-9
C=CC(=O)Nc1ccc(OC(F)(F)F)cc1	-4
CCNC(=O)c1c(NC(=O)COc2ccc(Cl)cc2Cl)sc2c1CCCC2	-4
C[C@@H]1CN([C@@H](C)CO)C(=O)Cc2cc(NC(=O)Cc3ccccc3)ccc2O[C@@H]1CN(C)S(C)(=O)=O	10
Clc1ccc(-c2csc3ncnc(SCc4ccco4)c23)cc1	-6

Screening results (PubChem BioAssay)
